Screens (PubChem)
Menin MLL FP TR – inhibitors of human menin-MLL interaction, mutant MLL peptide | Menin + Texas Red MLL mutant peptide, fluorescence polarization | Potency, µM (highest dose often 61.6 µM), inactives show at the highest dose FP activity change, negative = inhibition, usual class: inhibitors | 0.23% of 270,000 active | AID 1768; active means well fitted inhibition curve with a large enough effect in the polarisation, with a control signal flat, not every such curve was filed as active; inconclusive means small, poorly fitted or top-dose-only effect, or effect the other way, or a change in a side signal; inactive means no such curve, though single readings can be large or run the other way; the % refers to the polarisation; further: % of control where 0% means no effect; many of its hits are not listed in these tables
Target sequence (O00255 whole entry, looked up): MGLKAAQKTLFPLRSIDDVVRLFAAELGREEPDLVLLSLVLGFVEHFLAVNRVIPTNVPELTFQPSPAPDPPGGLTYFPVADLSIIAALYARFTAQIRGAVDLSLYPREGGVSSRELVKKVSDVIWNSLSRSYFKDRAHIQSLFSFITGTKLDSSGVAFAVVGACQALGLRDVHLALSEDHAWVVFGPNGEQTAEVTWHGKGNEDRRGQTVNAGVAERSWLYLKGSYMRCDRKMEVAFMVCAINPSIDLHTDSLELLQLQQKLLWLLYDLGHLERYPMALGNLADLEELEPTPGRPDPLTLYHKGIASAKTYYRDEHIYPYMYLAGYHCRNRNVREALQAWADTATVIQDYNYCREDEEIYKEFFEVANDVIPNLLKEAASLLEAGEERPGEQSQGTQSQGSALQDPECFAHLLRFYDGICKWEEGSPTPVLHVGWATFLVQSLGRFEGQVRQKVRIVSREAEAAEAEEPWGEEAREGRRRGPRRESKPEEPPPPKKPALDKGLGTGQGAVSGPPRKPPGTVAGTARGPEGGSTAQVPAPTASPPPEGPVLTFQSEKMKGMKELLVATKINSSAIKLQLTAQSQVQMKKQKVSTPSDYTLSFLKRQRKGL
Gal4-VP16 FLuc – Gal4-VP16 reporter inhibition counter-screen | Drosophila S2 Gal4-VP16 UAS-luciferase, luminescence, 20 h | Potency, µM (top dose mostly 53.6 µM), for inactives: top-dose activity, negative = inhibition, usual class: inhibitors | 3.5% of 310,000 active | AID 2546;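 further: Gal4-VP16 expression switched on by copper sulfate through the metallothionein promoter; on the % scale 0 is the no-effect control and ±100 the full control effect; nearly all actives have a fitted effect of over 50% in size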
RORg inh – inhibitors of mouse ROR gamma transcriptional activity; P51450; AID 2551; Drosophila S2 Gal4-RORgamma UAS-luciferase reporter, 20 h; 5.4% of 310,000 active; Potency, µM (titrated, usually from 53.6 µM), inactives show at the highest dose activity change, negative = inhibition, most hits filed as inhibitors; further: on the % scale 0 is the no-effect control and ±100 the full control effect; nearly all actives have a fitted effect of over 60% in size
Target sequence (P51450 whole entry, looked up, the tested form may be a part): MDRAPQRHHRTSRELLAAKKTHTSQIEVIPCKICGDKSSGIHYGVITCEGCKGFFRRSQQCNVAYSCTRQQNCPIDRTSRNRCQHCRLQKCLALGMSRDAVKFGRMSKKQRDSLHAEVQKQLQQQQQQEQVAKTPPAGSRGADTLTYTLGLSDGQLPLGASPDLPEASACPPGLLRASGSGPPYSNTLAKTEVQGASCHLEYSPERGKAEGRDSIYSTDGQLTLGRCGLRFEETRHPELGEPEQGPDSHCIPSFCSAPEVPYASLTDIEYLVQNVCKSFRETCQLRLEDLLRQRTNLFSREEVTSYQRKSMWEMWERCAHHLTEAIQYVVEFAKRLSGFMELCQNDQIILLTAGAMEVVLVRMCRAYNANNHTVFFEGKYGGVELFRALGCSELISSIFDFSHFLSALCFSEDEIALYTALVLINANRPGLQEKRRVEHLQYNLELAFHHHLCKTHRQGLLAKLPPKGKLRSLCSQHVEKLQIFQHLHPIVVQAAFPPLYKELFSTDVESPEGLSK
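Stably transfected Drosophila Schneider cells are the test system, with ROR gamma fused to Gal4 and luciferase under UAS control; luminescence is read after 20 hr of 700 uM copper sulfate induction at ambient temperature.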
* marks the source's active call; other numbers are inactive results; ? = inconclusive; & = joins results of further samples; [ ] = remark or other dose. Unless noted, the call rests on the fitted dose curve; in most records, active means well fitted curve in the direction sought with a large enough effect; inconclusive means small, poorly fitted or top-dose-only effect, or another doubt; inactive means no such curve, though single readings can be large; an effect the other way counts as inactive or inconclusive. Potency means the concentration at half of the fitted maximal effect.

Every second line gives: Menin MLL FP TR, Gal4-VP16 FLuc, RORg inh
> COc1cc2c(cc1O)-c1ccccc1CN(C)C2
 : 5%, -3%, -7%
> O=C1CCCC=C1[C@@H](O)C1CCCCC1
 : -3%[11.7 µM], -5%[10 µM], -8%[10 µM]
> CCN1C(=O)[C@H]2[C@H]3[C@H](O)[C@H](O)C/C(=N/OC[C@@H](C)[C@H](OCc4ccccc4)C(C)C)[C@@H]3CC[C@@H]2C1=O
 : -29%[11.7 µM], -7%[10 µM], -20%[10 µM]
> CCNc1ncc2nc(-c3ccc(Cl)cc3)c(=O)n(Cc3ccc(F)cc3)c2n1
 : 15%, 4%, -9%
> Nc1ccc(O)c(C(=O)O)c1
 : ?, 4%, -1%[10 µM]
> Cc1ccccc1-c1nc(NC2CCNCC2)c2ccccc2n1
 : -8%, 18%, 0%
> CC(=O)Oc1cccc(O)c1
 : 12%, 6%, 17%
> Cc1noc(C)c1-c1nc(NCc2cccs2)c2ccccc2n1
 : 0%, -11%, -27%
> NCC(=O)N[C@@H](CCCN=C(N)N)C(=O)NCC(=O)N[C@@H](CC(=O)O)C(=O)N[C@@H](CO)C(=O)O
 : 6%, -1%, 11%
> CO[C@H]1COC(=O)CCC[C@H](C)[C@@H](OC)COC(=O)C/C=C\[C@@H]1C
 : -3%[11.7 µM], -3%[10 µM], 2%[10 µM]
> N#Cc1ccc(CS(=O)(=O)c2ccccc2)cc1
 : -8%, -14%, -5%
> CC[C@H](C)[C@H](NC(=O)[C@@H](NC(=O)CNC(=O)[C@@H](N)CC(C)C)[C@@H](C)O)C(=O)N1CCC[C@H]1C(=O)NCC(=O)O
 : -19%, -6%, 4%
> OC[C@H]1O[C@@H]2O[C@H]3[C@H](O)[C@@H](O)[C@@H](O[C@H]4[C@H](O)[C@@H](O)[C@@H](O[C@H]5[C@H](O)[C@@H](O)[C@@H](O[C@H]6[C@H](O)[C@@H](O)[C@@H](O[C@H]7[C@H](O)[C@@H](O)[C@@H](O[C@H]8[C@H](O)[C@@H](O)[C@@H](O[C@H]1[C@H](O)[C@H]2O)O[C@@H]8CO)O[C@@H]7CO)O[C@@H]6CO)O[C@@H]5CO)O[C@@H]4CO)O[C@@H]3CO
 : -1%, -21%, -24%
> CC(C)CCCC(C)C1CCC2C3CC[C@H]4CC(=O)CC[C@@]4(C)C3CC[C@@]12C (some centres undefined)
 : 4%, 0%, 10%
> O=C1C=CC2(OCCCO2)C(Br)=C1
 : 1%[11.7 µM], -7%[10 µM], -12%[10 µM]

Shown in markdown: entries from further up
| Molecule | Menin MLL FP TR | Gal4-VP16 FLuc | RORg inh |
| --- | --- | --- | --- |
| CCN1C(=O)[C@H]2[C@H]3[C@H](O)[C@H](O)C/C(=N/OC[C@@H](C)[C@H](OCc4ccccc4)C(C)C)[C@@H]3CC[C@@H]2C1=O | -29%[11.7 µM] | -7%[10 µM] | -20%[10 µM] |
| CCNc1ncc2nc(-c3ccc(Cl)cc3)c(=O)n(Cc3ccc(F)cc3)c2n1 | 15% | 4% | -9% |

(continued)
Every second line gives: Menin MLL FP TR, Gal4-VP16 FLuc, RORg inh
> O=C(c1ccco1)N1CCC2(CC1)CCN(c1ncccn1)CC2
 : -11%, -20%, 2%
> COC(=O)[C@H](COC(C)(C)C)NC(=O)O[C@@H]1C(=O)c2ccc(OC)cc2O[C@H]1c1cccc(C(F)(F)F)c1
 : -3%, -5%, -8%
> CC(=O)OC[C@@H]1O[C@@H](O/N=C2/C[C@@H](O)[C@@H](O)[C@@H]3[C@@H]4C(=O)N([C@@H](C)c5ccccc5)C(=O)[C@H]4CC[C@H]23)[C@H](OC(C)=O)[C@H](OC(C)=O)[C@@H]1OC(C)=O
 : -10%[11.7 µM], 1%[10 µM], 8%[10 µM]
> Cc1cc(C)cc(/C=C/C2OCC(O)C2Oc2ccc(C3CCCC3)cc2)c1 (centres undefined)
 : -2%&-6%[11.7 µM], -3%&-2%[10 µM], 1%&5%[10 µM]
> COc1ccc(OC2C=CC(C#Cc3ccc(C(C)(C)C)cc3)OC2CO)cc1 (centres undefined)
 : -7%[11.7 µM], -28%[10 µM], -1%[10 µM]
> CCOC(=O)CCN1C(=O)[C@H]2[C@H]3[C@H](O)[C@H](O)C/C(=N/OCc4ccccc4)[C@@H]3CC[C@@H]2C1=O
 : 5%[11.7 µM], 4%[10 µM], 6%[10 µM]
> CC(C)NC(=O)N1CC2(CCN(C(=O)c3cc(C(F)(F)F)cc(C(F)(F)F)c3)CC2)C1
 : -10%, -11%, -17%
> COc1ccc(/C=C/C(=O)c2c(OC)cc(O)cc2OC)cc1
 : 25%, ?, 13%
> COCC(=O)N1CCC2(CCCN(C(c3ccccc3)c3ccccc3)C2)CC1
 : -5%, ?, 25%
> O=[N+]([O-])c1cccc(C2=N[C@@H](Cc3ccccc3)CO2)c1
 : 1%[94.6 µM], 9%, 18%
> COc1ccc(-n2c(=O)cnc3cnc(N4CCNCC4)nc32)cc1
 : 3%, 14%, 9%
> C[C@@H](c1ccccc1)N1C(=O)[C@H]2[C@H]3[C@H](O)[C@H](O)C/C(=N/OC[C@@H](O)COCc4ccco4)[C@@H]3CC[C@@H]2C1=O
 : 4%[11.7 µM], 11%[10 µM], 2%[10 µM]
> O=C(c1cc(C(F)(F)F)cc(C(F)(F)F)c1)N1CCC2(CC1)CCN(c1ccncc1)CC2
 : -10%, -3%, -10%
> COCCn1c(=O)c(-c2cccc(F)c2)nc2cncnc21
 : -1%, -3%, -12%
> Oc1ccc2c(c1)OCC1c3cc4c(cc3OC21)OCO4 (centres undefined)
 : 9%, 4%, -20%

Every second line gives: Menin MLL FP TR, Gal4-VP16 FLuc, RORg inh
> CC(=O)NCCNc1ncnc2ccc(-c3c(C)noc3C)cc12
 : 13%, ?, 11µM*
> COc1ccc(-c2coc3cc(O)ccc3c2=O)c(OC)c1
 : 5%, -4%, -2%
> COc1ccc2c(=O)ccoc2c1
 : -19%, 7%, -7%
> CCCCC(CC)COC(=O)/C=C/c1ccc(OC)cc1 (centres undefined)
 : -6%, -2%, -2%[10 µM]
> O=C1C[C@@H](c2ccc(O)c(O)c2)Oc2cc(O[C@H]3O[C@@H](CO)[C@H](O)[C@@H](O)[C@@H]3O)cc(O)c21
 : 12%, -2%, -12%
> CC(C)CO/N=C1/C[C@@H](O)[C@@H](O)[C@@H]2[C@H]3C(=O)N(c4ccc(F)cc4F)C(=O)[C@@H]3CC[C@@H]12
 : 1%[11.7 µM], -3%[10 µM], 3%[10 µM]
> NCC(O)CC(=O)O (centres undefined)
 : 0%, 8%, 0%
> CCN1C(=O)[C@H]2[C@H]3[C@H](O)[C@H](O)C/C(=N/NC(=O)OCc4ccc(OC)cc4)[C@@H]3CC[C@@H]2C1=O
 : 18%[11.7 µM], 3%[10 µM], -21%[10 µM]
> CN(C)CCCCCCN(C)C
 : -2%, -2%, -2%
> O=C(N/N=C1/C[C@@H](O)[C@@H](O)[C@@H]2[C@@H]3C(=O)N(Cc4ccccc4)C(=O)[C@H]3CC[C@@H]12)OCc1ccccc1
 : 7%[11.7 µM], -1%[10 µM], -9%[10 µM]
> Clc1ccccc1-c1ccc2ncnc(N3CCNCC3)c2c1
 : -7%, -8%, 20%
> C=CCOC(=O)N[C@H](c1ccccc1)C(C(C)=O)C(C)=O
 : -8%, -1%, -5%
> Nc1ncnc2c1c(I)cn2C1OC(CO)C(O)C1O (centres undefined)
 : -15%, 4µM*, 5.6µM*
> COc1cccc([C@@H]2Oc3ccc(Br)cc3C[C@H]2OC(=O)NS(=O)(=O)c2ccc(F)cc2)c1
 : -2%, 0%, -6%
> COc1cccc(Cn2c(=O)cnc3cnc(N4CCOCC4)nc32)c1
 : 0%, 0%, -32%

One compound at a time, from the list above. Order of values: Menin MLL FP TR, Gal4-VP16 FLuc, RORg inh
`Clc1ccccc1-c1ccc2ncnc(N3CCNCC3)c2c1` as listed: -7%, -8%, 20%
`CO[C@H]1COC(=O)CCC[C@H](C)[C@@H](OC)COC(=O)C/C=C\[C@@H]1C` as listed: -3%[11.7 µM], -3%[10 µM], 2%[10 µM]
`COc1cccc(Cn2c(=O)cnc3cnc(N4CCOCC4)nc32)c1` as listed: 0%, 0%, -32%
`Nc1ncnc2c1c(I)cn2C1OC(CO)C(O)C1O` (centres undefined) as listed: -15%, 4µM*, 5.6µM*
`O=C(c1ccco1)N1CCC2(CC1)CCN(c1ncccn1)CC2` as listed: -11%, -20%, 2%

Molecules above with bromine (2):
Every second line gives: Menin MLL FP TR, Gal4-VP16 FLuc, RORg inh
> O=C1C=CC2(OCCCO2)C(Br)=C1
 : 1%[11.7 µM], -7%[10 µM], -12%[10 µM]
> COc1cccc([C@@H]2Oc3ccc(Br)cc3C[C@H]2OC(=O)NS(=O)(=O)c2ccc(F)cc2)c1
 : -2%, 0%, -6%

(cont.)
Every second line gives: Menin MLL FP TR, Gal4-VP16 FLuc, RORg inh
> C=CCc1cc(OC)c(O)c(C(=O)NCCO)c1
 : -10%, -1%, 12%
> Cc1c2oc3c(C)ccc(C(=O)N[C@@H]4C(=O)N[C@@H](C(C)C)C(=O)N5CCC[C@@H]5C(=O)N(C)CC(=O)N(C)[C@@H](C(C)C)C(=O)O[C@H]4C)c3nc-2c(C(=O)N[C@@H]2C(=O)N[C@@H](C(C)C)C(=O)N3CCC[C@@H]3C(=O)N(C)CC(=O)N(C)[C@@H](C(C)C)C(=O)O[C@H]2C)c(N)c1=O
 : -11%[24.8 µM], -5%, ?
> COC(=O)C/C=C\[C@@H](C)[C@@H](/C=N\O[C@@H](C)c1cn([C@H]2COC[C@H]2O)nn1)OC
 : 16%[11.7 µM], -4%[10 µM], 2%[10 µM]
> COc1cccc(C2=Nn3c(nnc3-c3ccc(OC)cc3OC)SC2)c1
 : -23%, -9%, 5%
> CCOC(=O)N/N=C1/C[C@@H](O)[C@@H](O)[C@@H]2[C@@H]3C(=O)N(C(C)(C)C)C(=O)[C@H]3CC[C@@H]12
 : 0%[11.7 µM], 7%[10 µM], -1%[10 µM]
> COCC(=O)N1CCC[C@@]2(CCN(Cc3ccccc3)C2)C1
 : -2%, 1%, -6%
> COC(=O)[C@@H]1CC[C@H](C)[C@@H](c2ccc(C)cc2)N1C(=O)c1ccc(/C=N\OC[C@@H](O)COCc2ccco2)cc1
 : -19%[11.7 µM], -1%[10 µM], 18%[10 µM]
> CSc1nc(N)c2ncn([C@H]3O[C@H](COP(=O)(O)OP(=O)(O)OP(=O)(O)O)[C@@H](O)[C@@H]3O)c2n1
 : 1%[24.8 µM], 0%, 7%
> Cc1cccc(CNc2nc(-c3cccnc3)nc3ccccc23)c1
 : 68%[activator], -22%, -4%
> CCCCCC(=O)/C=C/[C@H]1[C@H](O)CC(=O)[C@@H]1C/C=C\CCCC(=O)O
 : 1%, -7%, ?
> CCOc1ccccc1-c1ccc(C(=O)O)o1
 : -14%[138 µM], -3%[96.6 µM], -43%[96.6 µM]
> COc1ncc2nc(-c3cccs3)c(=O)n(CCc3ccccc3)c2n1
 : 12%, 25%, 10%
> CC1CCC(C(C)C)[C@H](OC(=O)c2ccccc2)C1 (some centres undefined)
 : -24%, -17%, -19%
> Cc1ccc2c(c1)C(=O)[C@@]1(O)CCN(c3ccccc3)C1=N2
 : -4%[24.8 µM], 7%, ?
> CC(C)C[C@@H](CC(=O)N[C@H](CC(=O)N[C@@H]1CCNC[C@H]1C(=O)N[C@H](CC(=O)N[C@@H](CCC(=O)O)CC(=O)O)Cc1c[nH]c2ccccc12)C(C)C)NC(=O)[C@@H]1CCCC[C@H]1N
 : -2%, 1%, 5%

Random excerpt: 2 entries already listed
Every second line gives: Menin MLL FP TR, Gal4-VP16 FLuc, RORg inh
> CC(C)NC(=O)N1CC2(CCN(C(=O)c3cc(C(F)(F)F)cc(C(F)(F)F)c3)CC2)C1
 : -10%, -11%, -17%
> Clc1ccccc1-c1ccc2ncnc(N3CCNCC3)c2c1
 : -7%, -8%, 20%

More results.
Every second line gives: Menin MLL FP TR, Gal4-VP16 FLuc, RORg inh
> COc1ccc(-c2cnc(-c3cccnc3)o2)cc1
 : -14%, -4%, ?
> O=c1c(-c2ccc(O)cc2)coc2cc(O[C@@H]3O[C@H](CO)[C@@H](O)[C@H](O)[C@H]3O)cc(O)c12
 : -3%, 4%, 13%
> CC1/C=C/C=C/C=C/C=C/C=C/C=C/C=C/C(OC2OC(C)C(O)C(N)C2O)CC2O[C@@](O)(CC(O)CC(O)C(O)CCC(O)CC(O)CC(=O)OC(C)[C@H](C)C1O)CC(O)C2C(=O)O (some centres undefined)
 : ?, -1%, -9%
> COc1cccc(-c2nc(NCc3cccs3)c3ccccc3n2)c1
 : ?, 10%, 57%
> OCC(O)C(O)C(O)C(O)CO (centres undefined)
 : 11%&-3%&2%, -4%&4%&-10%, 10%
> CN(C)c1ccc(-c2nccc(Nc3ccc(F)cc3)n2)cc1
 : ?, ?, ?

A portion of the library; count on the stated rates, not on these rows.
